Screens as filed in PubChem.
SRC1 TRFRET art: counter-screen for PPARgamma SRC-1 recruitment agonists: TR-FRET artefact; TR-FRET detection artefact counter-screen, emission ratio; stronger effect = higher value; TR-FRET ratio at 8 µM; actives 0.34% (n = 99,000); in the data active = TR-FRET ratio above about 2300; note: inactives centre near 1800; reference of the scale not given here
SRC3 TRFRET art: TR-FRET artefact, counter-screen to PPARgamma/SRC-3 agonist assay. AID 1048. PPARgamma/SRC-3 format; stronger effect = higher value. TR-FRET ratio at 8 µM. actives 0.39% (n = 99,000); in the data active = TR-FRET ratio above about 2000; note: inactives centre near 1600; reference of the scale not given here
The depositor's hits bear a star. This is a subset, so the mix of outcomes need not match the whole.

SMILES	SRC1 TRFRET art	SRC3 TRFRET art
O=C(COc1ccc(Br)cc1)NCCO	1597	1438
CC(Sc1nnc2ccccn12)C(N)=O (centres undefined)	1691	1398
N/C(=N/O)c1ccccc1N1CCC(Cc2ccccc2)CC1	1765	1400
COc1ccc2c(c1)C=C(CN1CCN(C(C)C)C(CCO)C1)CO2 (centres undefined)	1736	1487
CC(C)(C)C(=O)NCCc1nc2ccccc2n1CC(=O)c1ccccc1	1873	1582
Cc1cccc(C(=O)NCC(=O)OCC(=O)c2cc(C)n(CC3CCCO3)c2C)c1 (centres undefined)	1718	1427
NC(=O)c1ccc(SCC(=O)NC2CCCCC2)c([N+](=O)[O-])c1	1970	1501
COc1ccc(NC(=O)CNC(=O)c2cccs2)cc1Cl	1874	1616
CCC(C)NC(C(=O)Nc1ccc(Cl)c([N+](=O)[O-])c1)c1ccccc1 (centres undefined)	1967	1741
Cc1ncc(CN2CCN(C3CCCC3)C(CCO)C2)s1 (centres undefined)	1635	1581
Cc1cc(C)c(-c2csc(NC(=O)C3=NN(c4ccccc4)C(=O)CC3)n2)c(C)c1	1724	1748
Cc1ccccc1CN(c1ccc(C(=O)N/N=C/c2ccc(OCC(N)=O)cc2)cc1)S(C)(=O)=O	1744	1394
NS(=O)(=O)c1ccc(NC(=S)NCc2ccccc2)cc1	1822	1681
CC1CCCCC1NC(=O)NC(=O)CCl (centres undefined)	1617	1433
Cc1cc(C)n(C)c(=O)c1C#N	1767	1428
O=C(CSc1ccc(Cl)cc1)Nc1cccc(-c2nc3ccccc3[nH]2)c1	1957	1737
CC(C)N1CCC(N2CCN(Cc3ccc4nsnc4c3)CC2CCO)CC1 (centres undefined)	1371	1717
c1csc(-c2nnc(NC3CCCCC3)c3ccccc23)c1	2012	1643
CCOC(=O)c1oc2ccccc2c1NC(=O)C1CCCCC1	1642	1585
Cc1ccc(NC(=O)Cn2c(O)c(N=NC(=O)c3cc4ccccc4cc3O)c3ccccc32)cc1	1919	1508
COc1cccc(/C=N/NC(=O)c2cc3c(OC)cccc3[nH]2)c1O	1563	1678
COc1ccccc1N1CCN(C(=O)CCc2c[nH]c3ccccc23)CC1	2032	1585
O=C(CS(=O)(=O)Cc1ccccc1)Nc1ccccc1Cl	1677	1522
COc1ccc(NS(=O)(=O)c2cc(NC(=O)c3ccncc3)ccc2N2CCOCC2)cc1	1651	1654
O=[N+]([O-])c1ccccc1S(=O)(=O)NCc1cccnc1	1511	1192
CCOC(=O)c1c(C)[nH]c(C(=O)N/N=C/c2cccc(OC)c2)c1C	1880	1535
CCOCCCNC(=O)c1ccc(-n2c(=S)[nH]c3ccccc3c2=O)cc1	1991	1546
CCCCC(=O)Nc1nnc(C2=COCCO2)o1	1762	1369
O=C(O)CSCc1nc2scc(-c3ccccc3)c2c(=O)[nH]1	1796	1474
O=C(CSc1nnc(-c2ccco2)o1)c1ccc[nH]1	1653	1720
O=C(N/N=C/c1oc(O)c2ccccc12)c1ccccc1	1656	1668
COc1ccc(OC)c(NC(=O)c2cccnc2Sc2ccccc2)c1	1580	1375
O=C(CN1CCCCCC1=O)N1CCN(S(=O)(=O)c2cccs2)CC1	1898	1752
Nc1nc(SCC(=O)Nc2ccc3c(c2)OCO3)n[nH]1	1996	1598
Cc1cccc(NC(=O)NNC(=O)c2sccc2-n2cccc2)c1	1836	1609
Cc1cc(C(F)(F)F)c(C#N)c(SCC(=O)Nc2nc3cc(Br)ccc3s2)n1	1534	1487
CSc1cccc(NC(=O)c2ccccn2)c1	2001	1628
Cc1c(C(=O)N/N=C/c2ccc(O)c(Br)c2)sc(N)c1C#N	1762	1786
CCOc1ccc(C(=O)NC(=S)NC2CCCC2)cc1[N+](=O)[O-]	1976	1701
CC(C)(C)N1C(=O)c2ccc(C(=O)Nc3ccc(-c4nc5ccccc5[nH]4)cc3)cc2C1=O	1696	1558
CCc1cc2cc(OC)ccc2nc1SCC(=O)NNC(=O)c1ccco1	1734	1242
CCNC(=S)N1CCN(S(=O)(=O)c2ccccc2C(F)(F)F)CC1	1955	1735
COc1ccc(Cc2noc(CN(C)CCN3CCc4ccccc4C3)n2)cc1OC	1527	1465
COc1cc(OC)c(NC(=O)CC(C)=O)cc1Cl	1721	1469
CCCOc1ccc(C(=O)OCC(=O)c2c(N)n(C)c(=O)n(C)c2=O)cc1OC	1614	1432
COc1ccc2sc(N(CCN(C)C)C(=O)c3cc(Cl)sc3Cl)nc2c1	1964	1620
CCn1cc(Cl)c(C(=O)Nc2cccc(C(F)(F)F)c2)n1	1736	1737
O=C(/C=C/c1ccco1)NC(=S)Nc1ccccc1N1CCCC1	1647	1452
COC(=O)[C@@H]1CCCN1C(=O)CCc1nnc(C2CCCCC2)o1	1968	1651
CSc1ccc(CNC(C)(C)CO)cc1	1922	1504
O=C(O)CCSc1nnc(COc2cccc3cccnc23)n1-c1ccccc1	1814	1409
CCCC(C(=O)NC(C)(C)C)N(CC1CCCO1)C(=O)c1snc(C(N)=O)c1N (centres undefined)	1683	1358
CNC(=O)[C@@H]1C[C@H]1[C@@H](NC(=O)OCc1ccccc1)c1ccccc1	1620	1572
CC(C)(C)S(=O)(=O)c1cnc2c(-c3ccsc3)cnn2c1N	1726	1556
S=C(NCCc1ccccc1)N/N=C/c1ccccc1Cl	1868	1706
Cc1nc2ccc(NC(=O)CCS(=O)(=O)c3ccc(Cl)cc3)cc2s1	1970	1646
COC(=O)c1ccc(NC(=O)Nc2cccc(F)c2)cc1	1953	1608
C=CCC(C(=O)OC)(C(=O)OC)c1ccc([N+](=O)[O-])cc1[N+](=O)[O-]	1954	1661
O=C(CSc1nnnn1-c1ccccc1)Nc1ncc(Cc2ccccc2Cl)s1	1778	1590
CCCCCNc1c(C(=O)OCC)c(=O)[nH]c2ccccc12	1830	1638

Brought forward from above: two compounds, then new ones.
SMILES	SRC1 TRFRET art	SRC3 TRFRET art
O=C(CSc1nnnn1-c1ccccc1)Nc1ncc(Cc2ccccc2Cl)s1	1778	1590
CCCCCNc1c(C(=O)OCC)c(=O)[nH]c2ccccc12	1830	1638
O=C(Oc1cccc2cccnc12)c1cccc([N+](=O)[O-])c1	1805	1648
Cn1c(O)c(N=NC(=O)c2cc(-c3cccs3)nc3ccccc23)c2ccccc21	2002	1579
CCc1ccc(CN(C)Cc2nc(COc3ccccc3)no2)nc1	1923	1338
COc1ccc(S(=O)(=O)N2N=C(c3ccc(NS(C)(=O)=O)cc3)CC2c2ccco2)cc1 (centres undefined)	1867	1501
Cc1ccc(S(=O)(=O)c2ccc(Cl)cc2)cc1S(=O)(=O)NC(C)C(=O)O (centres undefined)	1628	1484
O=C(CCC1CCCC1)Nc1ccc([N+](=O)[O-])cn1	1649	1511
COc1cc([C@@H]2C[C@H]3CN(c4ccccc4)C(=O)[C@]34CCCN24)cc(OC)c1OC	1715	1592
Cc1ccc(C2CC(=O)Nc3c2ccc2ccccc32)cc1[N+](=O)[O-] (centres undefined)	1584	1444
COc1cccc(Oc2ccc(N/C=C/C(=O)C(C)(C)C)cc2)c1	1931	1563
O=C(O)CCCNC(=O)/C=C/c1ccco1	2036	1691
CC/C(=N\NC(=O)c1ccc(CN(C)S(=O)(=O)c2ccc(C)cc2)cc1)c1ccc(OC(F)F)cc1	1698	1599
COc1cc2c(cc1OC)C(c1ccccc1F)OC(=O)C2 (centres undefined)	1963	1664
O=C(Nc1c(C(=O)C2CC2)oc2ccccc12)c1ccc(Cl)cc1	1698	1622
CCOc1ccccc1Nc1nc2ccccc2n2cnnc12	1953	1828
COc1ccccc1C(C#N)N1N=C(C)CC1(C)C (centres undefined)	2138	1745
O=C(Nc1cccc2c1CCCC2)c1ccc(Cl)c([N+](=O)[O-])c1	1751	1655
O=S(=O)(NC(=NCc1ccccc1)c1ccc(F)cc1)c1ccc(Cl)cc1	2013	1588
CCc1nnc(NC(=O)CSc2nc(-c3ccccc3)c(-c3ccccc3)o2)s1	1510	1477
O=C(CN1CCOCC1)Nc1cc([N+](=O)[O-])ccc1Cl	1767	1588
Cc1cccc(NC(=S)N=Nc2c(O)[nH]c3ccccc23)c1	1664	1356
CC(C)(C)OC(=O)NNC(=O)NC12CC3CC(CC(C3)C1)C2	1644	1459
CCOc1ccc2ncc(C(=O)c3ccc(OC)cc3)c(N3CCN(CC)CC3)c2c1	1776	1811
OC1CCN(Cc2cccc(Oc3ccccc3)c2)CC1	1686	1728
CCc1nnc(NC(=O)c2cccnc2SC)s1	1729	1461
Cc1sc(NC(=O)c2ccc(F)cc2)c(CN2CCCCCC2)c1C	1651	1732
CN1CCN(S(=O)(=O)c2ccc(NC(=S)NC(=O)C3CC3)cc2)CC1	2009	1502
COc1cccc(C(=O)NCCSc2ccc(F)cc2)c1	1693	1503
CCn1nc(C(=O)OCC(=O)Nc2ncc(Cl)c(C)c2Cl)c2ccccc2c1=O	1708	1469
Cc1csc(NC(=O)Nc2ccccc2[N+](=O)[O-])n1	1745	1475
CSc1ccccc1NC(=O)c1ccccn1	1790	1608
COc1ccc([N+](=O)[O-])cc1N(CC(=O)NC(C(C)C)C(C)C)S(C)(=O)=O	1472	1629
Cn1ncc(N=Cc2ccc([N+](=O)[O-])cc2)c1C(=O)Nc1ccccc1	1661	1629
Cc1nc2c3c4c(sc3n3c(SCC(=O)NCc5ccco5)nnc3n2n1)COC(C)(C)C4	1565	1633
C=CCN(c1ccccc1)S(=O)(=O)c1ccc(Cl)c(C(=O)OCC(=O)N(C)C2CCS(=O)(=O)C2)c1 (centres undefined)	1740	1516
Cc1ccc(NC(=O)CNC2CCS(=O)(=O)C2)cc1C (centres undefined)	1809	1613
O=C(NC(Nc1ccc(F)cc1)(C(F)(F)F)C(F)(F)F)c1cccnc1	1800	1631
Cc1cc(C)c(C#N)c(SCc2cn3c(C)cccc3n2)n1	1702	1618
CC(C)(C)n1ncc2c(=O)n(CC(=O)NCc3ccccc3)cnc21	2043	1422
O=C(Nc1ccc2c(c1)OCO2)c1cc(-c2ccncc2)nc2ccccc12	1576	1530
CS(=O)(=O)N1N=C(c2cccs2)CC1c1ccccc1O (centres undefined)	1706	1497
COc1ccc(CCN2CN(S(=O)(=O)c3ccc(C)cc3)c3nc4ccccc4nc32)cc1OC	1885	1627
O=S(=O)(c1ccc(Cl)c(C(F)(F)F)c1)N1CCN(c2ccccn2)CC1	1637	1462
Clc1ccc(Cn2c(/C=C/c3ccco3)nc3ccccc32)cc1	1541	1347
O=C(O)/C=C/C(=O)Nc1ccc(NC(=O)c2ccccc2)c(Cl)c1	1812	1710
Cc1cc(Cl)ccc1OC(C)C(=O)NCCc1ccc2c(c1)OCCO2 (centres undefined)	1687	1569
CCOC(=O)c1c(NC(=O)COC(=O)C2CC2C)sc(C)c1C (centres undefined)	2089	1585
O=C(c1ccc(S(=O)(=O)NCc2ccco2)cc1)N1CCN(Cc2ccc3c(c2)OCO3)CC1	1684	1335
CN1/C(=C\C(=S)NC(=O)c2ccc([N+](=O)[O-])cc2)C(C)(C)c2ccccc21	1880	1526
COc1ccc(N(CC(=O)Nc2nccs2)S(=O)(=O)c2c(C)[nH]c(=O)[nH]c2=O)cc1	1851	1537
Cc1cccc(NC(=S)NC2CC3CCCC(C2)N3Cc2ccco2)c1 (centres undefined)	1690	1482
CCNC(=S)N1CCN(c2ccccc2OCC)CC1	1575	1495
Cc1ccc(-c2nnn(CC(=O)N(c3ccccc3)C(C(=O)NCC3CCCO3)c3cccs3)n2)o1 (centres undefined)	1626	1372
COc1ccc(C2CC(=O)N(C)c3ccccc3S2)cc1 (centres undefined)	1765	1744
COc1ccc(-n2c(C)cc(C(=O)CN3C(=O)c4ccccc4C3=O)c2C)cc1	1825	1494
Cn1ccnc1Sc1ccccc1[N+](=O)[O-]	1782	1615
NC(=O)C1(c2ccccc2)CCCN1C(=O)c1ccccc1Br (centres undefined)	1901	1709
COc1ccc(NC2CC(=O)N(c3cc([N+](=O)[O-])ccc3C)C2=O)cc1 (centres undefined)	1493	1548
COc1nc(N2CCOCC2)nc(C)c1[N+](=O)[O-]	2030	1694
Nc1nonc1-n1nnc(C(=O)N/N=C/c2cccc(Cl)c2)c1CSc1ccc(Cl)cc1	1965	1675
Cc1cccc(CSc2nc3ccncc3n2CC(=O)Nc2ccc(C)c(C)c2)c1	1682	1681
COc1ccc(C(=O)N=c2sc3ccccc3n2C)cc1OC	4952*	1605

19 neighbouring entries out of the list so far:
SMILES	SRC1 TRFRET art	SRC3 TRFRET art
CS(=O)(=O)N1N=C(c2cccs2)CC1c1ccccc1O (centres undefined)	1706	1497
COc1ccc(CCN2CN(S(=O)(=O)c3ccc(C)cc3)c3nc4ccccc4nc32)cc1OC	1885	1627
O=S(=O)(c1ccc(Cl)c(C(F)(F)F)c1)N1CCN(c2ccccn2)CC1	1637	1462
Clc1ccc(Cn2c(/C=C/c3ccco3)nc3ccccc32)cc1	1541	1347
O=C(O)/C=C/C(=O)Nc1ccc(NC(=O)c2ccccc2)c(Cl)c1	1812	1710
Cc1cc(Cl)ccc1OC(C)C(=O)NCCc1ccc2c(c1)OCCO2 (centres undefined)	1687	1569
CCOC(=O)c1c(NC(=O)COC(=O)C2CC2C)sc(C)c1C (centres undefined)	2089	1585
O=C(c1ccc(S(=O)(=O)NCc2ccco2)cc1)N1CCN(Cc2ccc3c(c2)OCO3)CC1	1684	1335
CN1/C(=C\C(=S)NC(=O)c2ccc([N+](=O)[O-])cc2)C(C)(C)c2ccccc21	1880	1526
COc1ccc(N(CC(=O)Nc2nccs2)S(=O)(=O)c2c(C)[nH]c(=O)[nH]c2=O)cc1	1851	1537
Cc1cccc(NC(=S)NC2CC3CCCC(C2)N3Cc2ccco2)c1 (centres undefined)	1690	1482
CCNC(=S)N1CCN(c2ccccc2OCC)CC1	1575	1495
Cc1ccc(-c2nnn(CC(=O)N(c3ccccc3)C(C(=O)NCC3CCCO3)c3cccs3)n2)o1 (centres undefined)	1626	1372
COc1ccc(C2CC(=O)N(C)c3ccccc3S2)cc1 (centres undefined)	1765	1744
COc1ccc(-n2c(C)cc(C(=O)CN3C(=O)c4ccccc4C3=O)c2C)cc1	1825	1494
Cn1ccnc1Sc1ccccc1[N+](=O)[O-]	1782	1615
NC(=O)C1(c2ccccc2)CCCN1C(=O)c1ccccc1Br (centres undefined)	1901	1709
COc1ccc(NC2CC(=O)N(c3cc([N+](=O)[O-])ccc3C)C2=O)cc1 (centres undefined)	1493	1548
COc1nc(N2CCOCC2)nc(C)c1[N+](=O)[O-]	2030	1694
